Screens: PubChem BioAssay, several laboratories
OPRM1-OPRD1 inv: inverse agonists of human mu-delta opioid receptor heterodimerization; cell-based MOR-DOR heterodimer luminescence, inverse agonism; inhibition, % at 9.3 µM; 340,000 tested, 0.21% active; in the data active = inhibition above about 22%, passing the limit was not always enough;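 also: 0% = cells with DMSO and 100% = wells without cells with DMSO; values of inactives mirror those of a sister screen read the other way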
PKA-R2B act: PKA-R2B complex activation; P22694+P31323; PKA-R2B holoenzyme dissociation, Cy5-IP20 fluorescence polarization; R2B truncated from residue 108, S112A mutant; 0% DMSO only, 100% 113 µM cGMP; activation, % at 11.4 µM; 340,000 tested, 0.079% active;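 active = activation above a cutoff set at the mean over all compounds plus 3 SD, cut at about 18% in these data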;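 also: higher means more holoenzyme dissociation and a rise in polarization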
Target sequence (P31323 whole entry, looked up, other chains not shown, the tested form may be a part): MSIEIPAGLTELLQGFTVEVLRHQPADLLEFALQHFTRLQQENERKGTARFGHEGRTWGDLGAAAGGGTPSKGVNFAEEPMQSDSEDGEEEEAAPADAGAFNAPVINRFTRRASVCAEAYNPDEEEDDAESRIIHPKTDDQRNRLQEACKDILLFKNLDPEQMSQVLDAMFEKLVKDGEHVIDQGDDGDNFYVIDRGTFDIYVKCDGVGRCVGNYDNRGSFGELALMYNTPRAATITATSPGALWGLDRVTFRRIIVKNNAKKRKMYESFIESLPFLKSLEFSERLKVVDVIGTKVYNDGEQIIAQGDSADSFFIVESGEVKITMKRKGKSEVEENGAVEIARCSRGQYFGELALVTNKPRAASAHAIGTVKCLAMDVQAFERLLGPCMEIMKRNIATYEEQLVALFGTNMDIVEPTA
phage Ecoli inh: E. coli growth loss with phage present; growth absorbance; AID 651602; 360,000 tested, 0.26% active; inhibition, % at 11.9 µM; in the data active = inhibition above about 11%
MOR-DOR ag: OPRM1-OPRD1 heterodimerization agonism; cells, luminescence; activation, % at 9.3 µM; 340,000 tested, 0.3% active; P35372+P41143; in the data active = activation above about 18%;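 also: 0% = vehicle-treated cells and 100% = reference agonist; values of inactives mirror those of a sister screen read the other way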
HTR5A inv ctr: HTR5A inverse agonism, opioid heterodimer counter-screen; HTR5A cell line, luminescence; P47898; inhibition, % at 9.3 µM; 340,000 tested, 0.083% active; AID 504634; in the data active = inhibition mostly above about 23%, no sharp cut-off; inactive = mostly below about 18%;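 also: 0% = cells with DMSO and 100% = no-cell wells with DMSO; some compounds called inactive have numbers as strong as hits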
Target sequence (P47898 whole entry, looked up): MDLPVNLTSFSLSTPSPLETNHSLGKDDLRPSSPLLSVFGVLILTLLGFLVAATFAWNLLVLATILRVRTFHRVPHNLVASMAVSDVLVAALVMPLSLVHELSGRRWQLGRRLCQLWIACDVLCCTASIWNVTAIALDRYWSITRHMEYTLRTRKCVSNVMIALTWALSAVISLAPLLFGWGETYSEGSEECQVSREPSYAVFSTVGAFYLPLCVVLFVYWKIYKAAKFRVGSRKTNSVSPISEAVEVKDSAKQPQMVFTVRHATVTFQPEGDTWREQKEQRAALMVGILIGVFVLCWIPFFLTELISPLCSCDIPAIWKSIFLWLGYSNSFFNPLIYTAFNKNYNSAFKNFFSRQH
Ecoli viability: reduces bacterial viability in AddAB counter-screen. E. coli V3065 growth, OD600 absorbance, 18 h. inhibition, % at 11.9 µM. 330,000 tested, 0.27% active. AID 449728;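 active = inhibition above the campaign's mean inhibition across all tested compounds plus 3 SD, cut at about 9.9% in these data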;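 also: uninfected addAB+ strain grown without phage in ampicillin broth; 0% = DMSO wells and 100% = ciprofloxacin 0.95 µg/ml wells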
AddAB inh: less growth of phage-infected E. coli with AddAB | E. coli expressing H. pylori AddAB, absorbance growth | inhibition, % at 11.9 µM | 330,000 tested, 0.29% active | AID 435030; in the data active = inhibition above about 12%;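 also: 0% = vehicle wells of infected cells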
PfHsp90 yeast 2: inhibits growth of yeast expressing Plasmodium falciparum Hsp90 | S. cerevisiae expressing PfHsp90, BacTiter-Glo ATP, 48 h; yeast lacking PDR1 and PDR3 efflux regulators | inhibition, % at 9.4 µM | 310,000 tested, 0.32% active;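 active = every replicate shows inhibition above about 80%, whatever the replicate mean, limit read from the data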;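 also: 0% = DMSO neutral controls and 100% = 20 µM radicicol positive controls; yeast relying on Plasmodium falciparum Hsp90 in place of its own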
Mot1-301 SUMO: blocks SUMOylation pathway, rescuing yeast Mot1-301 growth | growth rescue, % at 18.8 µM | 320,000 tested, 1% active | S. cerevisiae Mot1-301 growth rescue, ATP luminescence, 38.5C; percent above DMSO median, 100 means doubled;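 active = every valid replicate shows activation above 250% relative to neutral control wells; inactive = the rest, any valid replicate at or below 250%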;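 also: OY570 slx delta 5 strain wells were the positive control but not used for scaling; some compounds called inactive have numbers as strong as hits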
Tat export inh: blocks Tat-dependent protein export in E. coli | inhibition, % at 10 µM | 340,000 tested, 0.036% active | E. coli MC4100 TorA-mCherry Tat export, fluorescence;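 active = mean replicate inhibition at least 50% and at least half of replicates individually reaching 50%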;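 also: exported cargo escapes ClpAP degradation while cytoplasmic cargo is degraded and loses fluorescence; 0% = median of neutral control wells and 100% = median of NaSCN control wells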
PKA-R1A act: activators of PKA-R1A complex; 340,000 tested, 0.083% active; P00514+P68181; PKA-R1A dissociation, Cy5-IP20 fluorescence polarization; scaled: DMSO 0%, 113 µM cGMP 100%; activation, % at 11.4 µM; AID 504707;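 active = percent activation above the mean of all tested compounds plus 3 SD, cut at about 19% in these data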;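 also: higher means more PKAc released from R1A so a rise in polarization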
An asterisk follows results filed as active; nt = not tested or not shown.

Each structure is followed by: OPRM1-OPRD1 inv, PKA-R2B act, phage Ecoli inh, MOR-DOR ag, HTR5A inv ctr, Ecoli viability, AddAB inh, PfHsp90 yeast 2, Mot1-301 SUMO, Tat export inh, PKA-R1A act
O=C(CCCn1c(=O)[nH]c2ccsc2c1=O)Nc1ccc(F)cc1
→ 10, -10, nt, -2.0, 10, -1.8, -1.8, -4, -5, -4, 10
Cc1ccc(C2C(C#N)=C(N)Oc3c2c(=O)n(C)c(=O)n3C)cc1 (stereo unspecified)
→ 5, 0, 2.1, -0.9, -30, -1.8, -1.4, 19, 5, -3, -21
CCOc1ccccc1C(=O)NCCNC(=O)c1ccccc1OCC
→ 11, 2, 3.5, -2.2, 19, 0.3, 0.1, 10, 7, -4, 1
O=C(/C=C/NNC(=O)c1cccc(Br)c1)c1ccccc1
→ -4, -3, 1.9, 0.8, -1, 3.2, 3.9, -15, -1, -11, 9
CCn1cc(C(=O)Nc2ncccc2O)c(=O)c2cc(F)c(N3CCN(C(=O)c4ccco4)CC3)cc21
→ 0, 1, 15*, 0.0, -4, 64*, 93*, -20, 7, -5, 9
CN(CC(=O)Nc1ccc(N2CCOCC2)cc1)C(=O)COc1ccccc1F
→ -6, -7, 1.4, 1.1, -51, 0.0, 0.7, -4, -9, 12, -2
O=C(Nc1ccc(Cl)cc1)N1CCCN(c2ccc(C(F)(F)F)cc2[N+](=O)[O-])CC1
→ -10, 0, 1.5, 2.0, -7, 4.5, 2.1, 19, -4, 11, -14
O=C1Nc2ccccc2/C1=N\N=C\C1=C(N2CCOCC2)C(=C\c2ccccc2)/CC1
→ 6, -2, -0.2, -1.1, -6, -1.9, -0.4, 6, -17, -10, -6
O=C(NCc1ccco1)c1cnn2c(C(F)(F)F)cc(-c3ccccc3)nc12
→ 9, -1, 3.0, -1.6, -3, -3.0, -0.3, 7, 0, 2, 4
CC(C)(C)OC(=O)N1CCCC(C(=O)Nc2ccc(C(=O)NC3CC3)cc2)C1 (stereo unspecified)
→ 16, 1, 0.1, -3.5, -2, nt, nt, -15, nt, -3, -4
COc1ccc(NC(=S)NNC(=O)COc2ccc(Cl)cc2Cl)cc1
→ 22, -13, 1.0, -4.7, 8, -1.9, 0.1, -22, nt, -5, -15
CN(CC(=O)NCc1ccccc1)Cc1ccc(Cl)cc1
→ 10, -5, -0.8, -2.1, 14, -1.8, -2.7, -2, -30, 9, -3
Cn1c(=NC(=O)C2=NNC(=O)CC2)sc2ccccc21
→ 6, 4, 3.7, -1.2, 11, 1.5, 0.8, -32, 8, -1, 4
Cc1ccccc1CSCCNC(=O)Nc1ccccc1
→ -19, -12, 3.2, 2.7, 8, 0.3, -0.8, nt, 48, 3, -4
CC(NC(=O)c1ccco1)C(c1cccs1)N1CCN(c2ccccc2)CC1 (stereo unspecified)
→ -64, -19, -0.2, 11, -27, 0.7, -4.2, -81, 3, -5, -13
CC(=O)c1ccc(N2CCN(C(=O)c3ccc(Cl)c(NC4=NC5CS(=O)(=O)CC5S4)c3)CC2)cc1 (stereo unspecified)
→ 9, 8, 0.6, -1.6, 10, -1.7, 3.5, 12, 9, 0, -4
O=C(Nc1ccc2c3c(cccc13)CC2)c1ccc(Br)o1
→ -12, -10, 1.7, 2.4, -42, 0.8, 7.0, -8, 8, -4, -6
CN(C)S(=O)(=O)c1ccc2c(c1)Cc1cc(S(=O)(=O)N(C)C)ccc1-2
→ 6, 8, 3.7, -1.2, -4, -6.2, -2.4, -10, 12, -4, 1
CN(C)c1ccc(C=NNC(=O)c2cccnc2)cc1
→ 11, -4, 0.0, -2.1, 7, nt, nt, -2, nt, -3, 6
O=c1cc(Cc2nnc(SCc3ccccc3)n2-c2ccc(Cl)cc2)[nH]c(=O)[nH]1
→ 2, -13, 3.2, -0.2, 2, -1.3, 0.5, nt, -4, -3, 0
O=C(COC(=O)c1ccccc1C(=O)N1CCN(c2ccccc2)CC1)Nc1ccc(F)cc1
→ -6, -12, 0.3, 1.2, 7, -1.9, 0.3, -1, 31, 5, -3
O=C(O)c1ccc(-c2nc(-c3ccccc3)c(-c3cccs3)[nH]2)cc1
→ 14, -10, 0.8, -2.7, -5, -2.4, 2.9, 0, -1, 0, -6
COc1ccccc1-c1nnc2sc(C3CCCCC3)nn12
→ 4, 7, 2.5, -0.7, 7, -1.0, -0.4, 22, -10, 1, 1
CCOc1ccc(NC(=O)CCc2c(C)noc2C)cc1OC
→ 6, -6, 0.0, -1.3, 8, 0.2, 0.3, -3, 8, 4, -3
CCOc1ccc(NC(=O)C(NC(=O)C2CCC(C)CC2)C(C)C)cc1 (stereo unspecified)
→ 2, -6, 1.3, -0.3, -4, 0.5, 3.4, 16, nt, -2, -2
CCN(CC)S(=O)(=O)c1ccc(N2CCOCC2)c(NC(=O)c2ccc3c(c2)OCCO3)c1
→ 3, 2, 2.9, -0.5, 4, 3.0, 1.7, nt, 20, 13, -2
CC(Oc1cccc(Br)c1)C(=O)NNC(=O)CCS(=O)(=O)c1ccccc1 (stereo unspecified)
→ -3, -8, 4.0, 0.9, -7, -0.8, -1.3, 4, -14, 11, 2
O=C(O)C1CCC(N2C(=O)C3C4CCC(C4)C3C2=O)CC1 (stereo unspecified)
→ 17, 7, 6.1, -3.7, 0, 2.3, 0.9, -7, nt, 4, 2
CCOC(=O)C1CCN(C(=O)C2(NC(=O)Nc3ccccc3C)CCCCC2)CC1
→ 7, -6, 1.4, -1.3, -12, 1.1, 5.2, -19, 11, -4, 5
O=C(NCc1ccccc1)C1=C[C@H](c2csc3ccccc23)C[C@H](OCc2ccc(CO)cc2)O1
→ 13, 8, 2.6, -2.4, 15, 0.7, 3.9, nt, -6, 8, -2
CCOc1ccccc1Nc1nnc(SC(C)C(=O)Nc2nc(-c3ccccc3)cs2)s1 (stereo unspecified)
→ -4, 0, 2.5, 0.8, 4, 0.5, 3.1, -31, 1, -5, -7
COc1ccc(CC(CC(=O)O)C(=O)NCc2ccccc2)cc1 (stereo unspecified)
→ 4, 3, 4.1, -0.8, 2, 1.4, 0.5, 22, -6, -1, -10
CCOc1ccc(C(C)=O)cc1COC(=O)CNC(=O)c1cccs1
→ 10, -3, -2.4, -1.6, 4, 1.9, 3.1, -5, -16, -1, 3
Cn1c2ccccc2c2cc(/C=C(\NC(=O)c3ccccc3)C(=O)O)ccc21
→ 6, 4, -2.2, -1.1, 19, 2.8, 2.2, -21, 113, -3, 6
c1coc(CNc2nc(-c3cccs3)cs2)c1
→ -8, -8, 0.9, 1.6, -4, -0.1, 0.3, -25, 194, -2, -12
COCCn1c(C)cc(C(=O)COC(=O)c2ccc([N+](=O)[O-])o2)c1C
→ -31, 2, 5.6, 6.2, -2, 1.2, -0.6, 18, 2, -7, -12
O=C(CCn1c(=S)[nH]c2ccccc2c1=O)NCCc1ccccc1
→ 15, 4, 3.3, -3.2, -17, 1.3, 1.8, -14, 1, -4, -8
O=C(NCCN1CCOCC1)c1cc(-c2ccc(F)cc2)on1
→ -2, 9, 3.9, 0.4, 20, -1.8, 0.9, -18, -12, 2, 11
CCc1nnc(NC(=O)c2ccc(C)o2)s1
→ 4, -1, 2.3, -0.7, -20, 0.0, 1.4, -19, 1, -2, -3
CC1CN(C(=O)COC(=O)c2ccc(NC(=O)CC#N)cc2)CC(C)O1 (stereo unspecified)
→ 7, 5, 2.1, -1.4, 8, 1.0, -1.8, -7, 18, 3, 1
CSc1ccc(NC(=O)/C=C/C(=O)O)cc1
→ 7, -4, 0.4, -1.3, -21, -0.5, 0.9, -3, 8, 4, -21
Cc1ccc(Cl)cc1N1CCN(C(=O)C2(S(=O)(=O)c3ccc(Cl)cc3)CC2)CC1
→ 0, 3, 3.7, 0.1, -3, -1.3, -0.3, nt, -2, 4, 9
COc1ccc(C(=O)Nc2ccccc2C(=O)O)cc1NC(=O)C(c1ccccc1)c1ccccc1
→ 17, -4, 1.1, -3.4, 5, 2.1, 0.8, 34, -5, 5, -6
O=C(CNC(=O)N1CC(=O)Nc2ccccc21)Nc1cc(Cl)ccc1Cl
→ 16, -1, -0.2, -3.2, -7, 0.6, 2.2, -19, 1, 4, -6
CCOC(=O)C1=C(N)OC2=C(C(=O)CC(C)(C)C2)C1C1CCCCC1 (stereo unspecified)
→ -11, -7, 0.2, 2.5, 21, 0.0, 2.8, 37, -4, -1, 7
CN1CCN(S(=O)(=O)c2ccc(NC(=S)NC(=O)c3ccc(Cl)cc3)cc2)CC1
→ 19, -3, -0.4, -3.7, 14, nt, nt, 4, nt, 8, -9
CC(C)[C@H](NC(=O)c1ccc(Cl)c([N+](=O)[O-])c1)C(=O)NCc1ccc(Cl)cc1Cl
→ -3, -14, 4.7, 0.5, 1, -0.9, 1.8, -10, 69, -9, -10
Cc1nn(-c2ccccc2)c(N2CCCC2)c1/C=N/NC(=O)c1cc(-c2cccs2)nc2ccccc12
→ -3, -3, 4.7, 0.7, 11, -1.1, 3.7, 0, -5, 3, 0
CC(C)C1Oc2ccccc2N(CC(=O)NC2CCCCC2)C1=O (stereo unspecified)
→ -7, 0, 3.0, 1.0, -2, -2.4, 4.4, 1, -10, 2, -6
O=C(O)COc1ccc(Br)cc1CP(=O)(c1ccccc1)c1ccccc1
→ 13, 0, 1.7, -2.6, -1, 1.6, 0.4, 4, 174, 1, -3

Later entries
Each structure is followed by: OPRM1-OPRD1 inv, PKA-R2B act, phage Ecoli inh, MOR-DOR ag, HTR5A inv ctr, Ecoli viability, AddAB inh, PfHsp90 yeast 2, Mot1-301 SUMO, Tat export inh, PKA-R1A act
CC(=O)N(Cc1cccnc1)c1cccc(-c2nc3ccccc3s2)c1
→ 10, -6, 2.0, -2.0, 3, 0.4, 1.9, 7, 4, -12, -8
CCn1cc(C(=O)O)c(=O)c2cc(F)c(N3CCN(S(=O)(=O)c4ccc(NC(C)=O)cc4)CC3)cc21
→ -1, 1, 96*, 0.1, 12, 100*, 99*, -20, 9, 8, -6
COc1ccc(C(=O)NC(=S)Nc2ccc(N3CCOCC3)cc2)cc1Cl
→ -6, 4, 2.2, 0.8, 4, -0.6, 3.8, 9, 3, 7, -9
C[C@@H](C(=O)Nc1nc(-c2ccccn2)cs1)N1C(=O)C2CCCCC2C1=O (stereo partly specified)
→ 9, -5, -4.3, -1.5, -4, -4.0, -1.5, 6, -3, 0, 1
COCCNC(=S)N1CCCC(CO)C1 (stereo unspecified)
→ 8, -16, 0.4, -1.6, 8, 0.6, 3.0, -3, 5, -4, -1
CC(=O)Nc1ccc(S(=O)(=O)N(C)c2ccccc2)cc1
→ -3, 4, 3.9, 0.5, 9, -1.1, -0.5, -1, -2, 11, 14
O=C(Nc1ccc2c(c1)OCO2)[C@@H]1CCCN1S(=O)(=O)c1cccc2cccnc12
→ 7, -1, 1.0, -1.2, -6, 0.0, 4.5, -13, -5, 10, 6
CCC(=O)NC(=S)Nc1ccc(NC(=O)c2ccccc2[N+](=O)[O-])cc1
→ 7, -2, 7.0, -1.3, 0, 1.0, 3.9, -20, 5, 1, -4
CCN(CC)CCn1c(NCc2ccc(OC)cc2)nc2ccccc21
→ nt, 0, -0.1, nt, nt, -0.5, 3.3, -4, 108, 6, 8
O=S(=O)(c1c(F)cccc1F)N1CCCC2CCCCC21 (stereo unspecified)
→ -19, 5, 0.8, 5.0, -7, 1.2, 1.9, -1, 81, 10, -8
